# Screening data from PubChem.
# IL1B cytotox – toxic to HUVEC cells under IL-1B stimulation; cell count reduction, % at 2 µM; actives 0.41% (n = 94,000); AID 845; HUVEC cell count loss, Hoechst imaging, IL-1B stimulated;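 active = cell count reduction more than 3 SD above the screen-wide mean, cut at about 70% in these data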;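 note: normalized per plate to untreated control cells as the no-loss baseline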
# VCAM1 TNFa inh – reduces TNF alpha induced VCAM1 expression in HUVEC. AID 802. HUVEC TNFa-induced VCAM-1 immunofluorescence, high-content imaging. actives 0.48% (n = 95,000). inhibition, % at 2 µM;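 active = inhibition above the batch mean plus 3 SD, with images confirmed as a hit by eye, cut at about 37% in these data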;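 note: 0% = TNF-stimulated DMSO wells and 100% = unstimulated control wells; not every result past the cut was called active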
# F-actin modifier – modifiers of cytoskeleton assembly; inhibition, % at 2 µM; HUVEC TNFa F-actin phalloidin imaging, high content; actives 0.18% (n = 91,000);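 active = inhibition above the batch mean plus 3 SD and confirmed as a hit by visual image inspection, cut at about 30% in these data, passing the limit was not always enough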; note: strong numbers were not always called active
# sEH inhibitor – soluble epoxide hydrolase (human) inhibition. P34913. recombinant human sEH enzymatic activity assay. inhibition, % at 2 µM. actives 0.34% (n = 91,000); in the data active = inhibition above about 80%; note: values of inactives mirror those of a sister screen read the other way; many of its hits are not listed in these tables
# Target sequence (P34913 whole entry, looked up): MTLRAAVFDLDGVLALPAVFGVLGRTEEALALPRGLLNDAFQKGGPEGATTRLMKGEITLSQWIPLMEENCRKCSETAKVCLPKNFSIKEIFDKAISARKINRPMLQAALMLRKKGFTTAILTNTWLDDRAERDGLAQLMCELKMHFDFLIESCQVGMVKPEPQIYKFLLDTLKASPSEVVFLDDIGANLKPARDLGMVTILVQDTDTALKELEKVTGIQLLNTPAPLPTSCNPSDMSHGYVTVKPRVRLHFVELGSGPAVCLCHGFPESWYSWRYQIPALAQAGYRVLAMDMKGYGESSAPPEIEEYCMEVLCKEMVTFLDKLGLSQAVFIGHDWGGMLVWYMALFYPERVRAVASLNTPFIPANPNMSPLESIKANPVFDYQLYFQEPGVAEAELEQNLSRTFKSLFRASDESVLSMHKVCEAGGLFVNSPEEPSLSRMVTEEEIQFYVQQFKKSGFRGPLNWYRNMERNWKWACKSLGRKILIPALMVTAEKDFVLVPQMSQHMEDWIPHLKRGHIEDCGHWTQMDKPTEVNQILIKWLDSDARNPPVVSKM
# Ecoli WT expand – blocks growth of wild type E. coli BW25113 | OD600 absorbance | growth inhibition, % at 100 µM | actives 0.15% (n = 98,000);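 active = growth inhibition above about 50% at one test dose, limit read from the data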;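 note: growth measured after 20 h incubation at 37 °C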
# DAT uptake mod – modulates human dopamine transporter uptake under cocaine; Q01959; LLC-PK1 hDAT cells, [14C]-dopamine uptake with cocaine IC80; actives deviate in either direction; B-score at 10 µM; actives 1.3% (n = 110,000); AID 449768;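 active = Z score or B-score, a plate-position-corrected score, falls beyond the plate's 99.7% confidence bounds, in either direction; inactive = both scores lie inside the 99.7% bounds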;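 note: scored against the spread of the other compound wells on the same plate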
# Plk1 PBD FP – Plk1 (human) PBD binding inhibition; P53350; inhibition, %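 (tested at about 20 µM)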; Plk1 PBD phosphopeptide binding, fluorescence polarization; actives 0.13% (n = 97,000); in the data active = inhibition above about 34%, passing the limit was not always enough
# PLK1 kinase inh – PLK1 (human) kinase inhibition; actives 0.53% (n = 97,000); inhibition, % at 10 µM; recombinant PLK1 kinase, TR-FRET peptide phosphorylation;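 active = inhibition of 50% or more in the single-concentration screen; inactive = inhibition below 50%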;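 note: 0% = DMSO max control and 100% = H-89 dihydrochloride min control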
# HUVEC tox TNFa – toxic to HUVEC cells under TNF alpha stimulation. HUVEC TNFalpha-stimulated, Hoechst cell count, imaging. cell count reduction, % at 2 µM. actives 0.17% (n = 93,000). AID 848;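 active = cell count reduction exceeding the screen mean by over 5 SD, scaled to untreated wells per plate, cut at about 78% in these data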;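 note: cells counted after 24 h of TNF alpha exposure following the 1 h pretreatment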
# * = called active by the depositor; . = not tested or not shown.
SMILES,IL1B cytotox,VCAM1 TNFa inh,F-actin modifier,sEH inhibitor,Ecoli WT expand,DAT uptake mod,Plk1 PBD FP,PLK1 kinase inh,HUVEC tox TNFa
Cc1ccc(N2C(=O)CSC2c2cccs2)cc1 (stereo unspecified),1.6,16.1,-37.8,-7.5,10.0,0.129,-4.0,-11.8,-36.4
Cc1nc2ccccc2n1CC(=O)N/N=C\C=C\c1ccccc1,16.7,8.8,-20.2,-12.8,7.0,0.155,37.8,-8.6,-1.6
Cc1cc(C)n(-c2cc(=O)n(C)c(=O)n2C)n1,-11.9,9.6,29.7,12.6,3.0,-0.0646,-13.2,7.6,-18.6
CC(/C=C1\SC(=O)N(CC(=O)Nc2cccc(O)c2)C1=O)=C\c1ccccc1,1.6,1.8,-1.1,-10.6,-7.0,-0.404,3.2,-2.2,-17.1
CCn1c(SCc2c(Cl)cccc2Cl)nnc1-c1nn(-c2ccccc2)ccc1=O,-10.8,22.3,-30.7,-12.6,17.0,.,-13.3,-6.6,12.3
Cc1cc(C)c(NC(=O)c2cc3c(nc4sccn43)s2)c(C)c1,-47.2,10.7,.,0.8,-1.0,-0.718,-0.9,-20.6,-36.6
C/C(=N\N=C(/N)SC1CC(=O)N(c2ccc(Br)cc2)C1=O)c1cccs1 (stereo unspecified),2.9,25.3,24.7,24.5,-1.0,-1.04,9.1,-10.0,-10.6
CCc1nnc(NC(=O)c2cccc(S(=O)(=O)N3CCc4ccccc43)c2)s1,-9.2,-44.0,14.2,-2.3,-6.0,0.551,-10.0,-11.5,-72.0
O=C(NC1CCN(C(=O)Nc2ccccc2)CC1)C1CCCCC1,-7.3,2.8,38.9,4.6,-3.0,0.78,10.5,-4.1,-18.9
CC1=C(C(N)=O)C(c2sccc2C)n2nnnc2N1 (stereo unspecified),1.8,12.9,4.2,1.1,-1.0,0.977,-22.9,-0.7,-8.1
COc1cc(C(c2nnnn2C(C)(C)C)N2CCN(C)CC2)cc(OC)c1OC (stereo unspecified),-1.0,-7.9,-19.7,-5.1,0.0,-0.52,0.5,-5.7,19.0
CC(=O)Nc1ccc(Sc2ncccc2C(=O)Nc2ccc(F)cc2)cn1,-55.3,15.9,-5.5,9.5,-9.0,-0.929,-23.4,-15.1,0.7
O=C1CC(c2ccco2)CC(O)=C1C=Nc1ccc(Br)cc1 (stereo unspecified),-127.3,22.0,-13.6,20.0,-3.0,0.0678,-4.1,-4.1,-5.5
Cn1c(C(=O)N2CCN(c3nc4ccccc4s3)CC2)cc2sccc21,0.0,-6.1,-17.9,-14.4,2.0,-0.502,20.5,-10.7,-16.6
COc1ccc(C2C(C(C)=O)=C(O)C(=O)N2c2nccs2)cc1 (stereo unspecified),10.7,12.3,13.7,-4.6,4.0,0.35,-13.1,-12.0,-16.9
CCn1c2c(c3cc(C(=O)O)ccc31)CCCC2=O,-19.8,0.0,11.6,10.6,3.0,0.218,-11.2,2.3,-28.0
O=S(=O)(NC1CCCCC1)c1ccc(-c2csnn2)s1,8.4,4.9,-4.3,-6.5,0.0,0.553,-13.2,-0.4,.
Cc1ccc(-n2nc(C)c3c(C)c(CCC(=O)NCc4ccccc4)c(C)nc32)cc1,0.8,7.5,-7.3,74.1,-8.0,1.58,26.7,-8.2,-44.8
Cc1cccc(-n2c(=O)c3c(n4cnnc24)-c2ccccc2CC32CCCCC2)c1,15.5,6.8,6.6,6.4,-9.0,0.554,-7.9,-6.6,-23.0
CCn1cc(C(=O)NCCCN(C)C)c(=O)c2cc(F)c(N3CCN(C)CC3)cc21,-24.0,-28.8,-3.0,11.9,100.0*,0.0118,28.6,-3.9,-15.7
COc1ccc2c(c1)c1ncn(CCN3CCNCC3)c(=O)c1n2C,92.4*,24.8,-10.8,-0.6,5.0,0.43,-4.7,-8.2,-3.7
CN1CCN(CCC(=O)Nc2ccc(F)c(F)c2)CC1,-12.5,-18.9,1.4,8.2,6.0,-0.511,14.3,8.7,.
CCc1cc(/C(Cc2ccccn2)=N\O)c(O)cc1O,1.6,5.1,8.6,-3.1,5.0,0.206,15.2,-1.2,-11.5
COc1ccccc1NC(=O)C1CC(=O)OC1c1ccccc1 (stereo unspecified),-10.4,-4.2,45.1,-5.5,3.0,0.0425,-13.3,-6.5,-19.1
CCCS(=O)(=O)N1CCCC(C(=O)NCCN(C)Cc2ccccc2)C1 (stereo unspecified),-72.7,-15.5,-20.6,-24.6,5.0,-1.25,-17.5,-8.8,-2.6
CCOc1ccc(N2C(=O)CC(Sc3nc(C)cc(C)n3)C2=O)cc1 (stereo unspecified),20.5,1.1,26.7,-6.6,-1.0,1.81,-12.1,-2.9,-0.8
CC(OC(=O)c1cc2sccc2n1C)C(=O)NCc1ccc2c(c1)OCO2 (stereo unspecified),-12.5,-4.5,-35.4,12.5,-11.0,0.0503,-15.0,-0.6,-0.8
NNC(=O)CNC(c1ccccc1)c1cc(Br)ccc1NC(=O)c1ccccc1Br (stereo unspecified),-53.6,-3.6,7.1,6.8,9.0,0.443,-6.9,-13.4,-12.0
O=C(Cn1c(CSc2ccccc2)nc2ccccc21)Nc1ccccc1,-17.7,-0.7,18.5,-1.4,8.0,-0.387,5.1,-3.4,-13.6
Cc1ccccc1NC1=NS(=O)(=O)c2ccccc21,-23.4,1.4,9.1,1.7,2.0,0.744,-0.9,-11.3,-20.7
COc1cc(C)c(C(C)C)cc1S(=O)(=O)NCCCn1ccnc1,7.5,13.6,-2.0,12.2,9.0,0.297,-12.0,4.4,-14.0
CC(=O)N(CCC(Cc1ccccc1)c1ccc2c(c1)OCO2)Cc1ccc(Cl)cc1 (stereo unspecified),-27.3,6.4,-4.5,11.2,-10.0,1.02,-1.1,2.2,-0.3
CC(=O)N1CCc2cc(S(=O)(=O)NC3CCCc4ccccc43)ccc21 (stereo unspecified),21.0,15.7,7.9,3.4,-4.0,-0.0401,-2.1,-11.2,0.7
Cc1ccc(NC(=O)C2C3CCCC2C3c2ccccc2)cc1C (stereo unspecified),-12.2,23.7,-13.4,-12.0,-12.0,0.655,17.9,-17.9,-9.3
CC(C)NC(=O)c1nc2ccccc2s1,74.3*,15.8,-11.2,-5.8,-3.0,-0.371,16.4,-9.3,-17.1
CCOC(=O)CSc1nc2cc(C)ccc2cc1C#N,7.3,-21.0,-17.0,0.0,-4.0,-0.00275,-1.7,-2.7,-19.6
O=C(Nc1ccccc1Cl)c1cc(S(=O)(=O)N2CCCCC2)ccc1N1CCOCC1,-11.4,18.5,17.0,9.9,-2.0,0.553,-2.7,-7.0,-10.5
Cc1ccc2c(CSc3nc4nc(C)cc(C)n4n3)cc(=O)oc2c1,5.0,16.3,-4.9,1.2,4.0,1.84,2.0,-11.1,-3.6
Cc1ccc(C(=O)NC2CC3CCCC(C2)N3C(=O)NC2CCCCC2)cc1 (stereo unspecified),28.5,-9.6,-0.7,2.3,.,-0.0616,-7.4,3.3,42.4
CC1CCCN(CCCNC(=O)CCn2nc(-c3ccccc3)ccc2=O)C1 (stereo unspecified),-1.7,6.5,7.8,2.7,1.0,.,-5.7,6.0,13.4

# An excerpt from above in order of their number in F-actin modifier, smallest number first.
structure	VCAM1 TNFa inh	F-actin modifier	sEH inhibitor	DAT uptake mod	Plk1 PBD FP	PLK1 kinase inh
CCCS(=O)(=O)N1CCCC(C(=O)NCCN(C)Cc2ccccc2)C1 (stereo unspecified)	-15.5	-20.6	-24.6	-1.25	-17.5	-8.8
Cc1ccc2c(CSc3nc4nc(C)cc(C)n4n3)cc(=O)oc2c1	16.3	-4.9	1.2	1.84	2.0	-11.1
CCn1c2c(c3cc(C(=O)O)ccc31)CCCC2=O	0.0	11.6	10.6	0.218	-11.2	2.3

# (cont.)
SMILES,IL1B cytotox,VCAM1 TNFa inh,F-actin modifier,sEH inhibitor,Ecoli WT expand,DAT uptake mod,Plk1 PBD FP,PLK1 kinase inh,HUVEC tox TNFa
Cc1cc(C(=O)N2CCN(C(c3ccccc3)c3ccccc3)CC2)no1,-5.7,-8.0,2.8,4.9,1.0,1.4,-0.8,-10.9,-21.9
CN1CCN(C2=C(Cl)C(=O)N(c3cccc(Cl)c3)C2=O)CC1,-5.2,-24.3,-7.1,0.3,4.0,-0.00723,-1.7,-3.3,-17.7
COc1ccc(/C=N/n2cncn2)cc1CSc1ccccn1,-17.9,22.8,-7.6,-4.8,8.0,-0.223,-7.0,-17.4,-6.6
CCC(=O)OC1CSc2nc3ccccc3n2C1 (stereo unspecified),-1.4,0.5,0.2,-5.2,-4.0,1.74,-5.8,-6.1,5.2
O=S(=O)(c1ccc(Br)s1)N1CCC(Cc2ccccc2)CC1,15.0,17.0,4.6,-4.2,-21.0,0.791,7.5,-20.4,-1.9
O=c1c2ccccc2ncn1-c1ccc(Cl)c(Cl)c1,-17.0,20.6,1.5,17.5,.,-1.09,-8.1,-4.8,-20.2
CCn1nc(C(=O)N[C@@H](CCSC)c2nc3ccccc3[nH]2)c2ccccc2c1=O,11.5,5.3,-1.4,5.9,-2.0,0.63,15.3,-12.4,-13.1
CC1C/C(=N/N=C2/NC(=O)CS2)CC(C)(C)C1 (stereo unspecified),-22.7,17.6,-15.5,-14.8,8.0,-0.217,19.9,6.0,-18.3
Cc1cc(NC(=O)CSc2nc(C(C)C)nc3ccccc23)no1,-2.3,11.2,8.2,18.9,2.0,-0.213,-30.6,0.1,-4.8
COC(=O)Oc1c(Br)c(=O)oc2ccccc12,20.6,.,.,-6.1,-6.0,0.855,-8.3,-11.0,.
Cc1c(Cl)ccc2c1NC(=O)[C@]21[C@@H]2C(=O)N(Cc3ccccc3)C(=O)[C@@H]2[C@@H]2CCCN21,-3.8,34.1,.,1.6,-2.0,0.434,-5.2,6.6,-12.3
CNC(=O)C(Sc1nc(C)nc2c1oc1ccccc12)C(C)=O (stereo unspecified),6.1,14.5,-8.3,0.8,-5.0,0.321,7.5,-0.9,10.8
O=c1c2ccccc2nnn1CSc1nc2cc(Cl)ccc2c(=O)n1Cc1ccco1,6.6,10.3,-15.2,-5.8,.,0.16,-15.3,-4.4,20.8
Cc1ccc(-c2cc(C(F)F)nc(NCC3CCCO3)n2)cc1 (stereo unspecified),-28.9,-35.1,12.9,-10.7,2.0,1.32,-6.6,-10.1,-29.4
COc1ccc(/C=C(\C#N)C(=O)NCC2CCCO2)cc1OC (stereo unspecified),65.9,-19.5,-8.8,-5.4,2.0,-0.0793,-1.7,-11.6,18.4
CCCS(=O)(=O)N1CCCC(C(=O)NCCCN2CCN(c3ccc(F)cc3)CC2)C1 (stereo unspecified),-92.9,-15.4,-3.9,1.3,-1.0,-1.91,-3.8,-9.8,-1.1
CCOC(=O)Cc1csc(SCC(=O)N2CCN(c3ccc(OC)cc3)CC2)n1,-3.1,11.6,22.4,3.9,1.0,-0.347,-23.9,-4.5,-22.8
Cc1cccc(CC2CC(=O)N(c3ncccn3)C2=O)c1 (stereo unspecified),-8.5,-15.7,0.0,-12.4,-1.0,-0.0541,12.2,-12.4,16.2
Cc1csc(SCC(=O)Nc2ccc(S(=O)(=O)N3CCCC3)cc2)n1,-19.2,3.1,5.0,16.0,12.0,1.15,-23.2,-8.1,-30.1
O=C(NC(Cc1ccccc1)C(=O)N1CCN(c2ccccn2)CC1)c1ccco1 (stereo unspecified),-22.4,20.3,1.0,8.1,2.0,-0.39,-12.2,-6.1,-10.8
COc1cc(NC(=O)c2cccs2)c(C(=O)OCC(=O)NC(C)c2ccccc2)cc1OC (stereo unspecified),-5.3,1.0,-12.8,2.2,-9.0,0.577,-15.4,-8.8,-5.6
